# High-throughput results (PubChem)
# DENV2 CPE: DENV2-induced cell death inhibition; DENV2-infected cells, cytopathic effect rescue, plate reader; AID 651640; CPE inhibition, % at 9.99 µM; 350,000 compounds, 1.7% hits; in the data active = CPE inhibition above about 20%, passing the limit was not always enough; inconclusive = no clear call, values can overlap the other calls; tested in BHK-21 cells;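 also: 0% = median of neutral control wells and 100% = median of positive control wells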
# miR122 inh: blocks miR-122 activity in Huh7 sensor cells. Huh7 miR-122 Renilla luciferase sensor, 48 h; neutral wells = 0, positive control = 100. activation (reporter increase), % at 12.5 µM. 340,000 compounds, 0.3% hits. AID 602342;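 active = mean replicate activation score at least 90 and every replicate individually at or above 90; inconclusive = only one of the two criteria met; inactive = neither criterion met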;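 also: higher luciferase means less miR-122 activity so hits act as miR-122 inhibitors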
# GSIS activator: primary screen for activators of insulin secretion dependent on glucose, INS-1E cells, GLuc reporter luminescence; activation, % at 16.6 µM; 370,000 compounds, 0.61% hits; INS-1E GLuc reporter insulin secretion, 2-3 h;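 active = lowest replicate activation of at least 40%, so every replicate reaches that level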;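 also: 0% = median of neutral control wells and 100% = median of IBMX positive control wells; some compounds called inactive have numbers as strong as hits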
# EWS-Fli inh: EWS/Fli transcriptional activity inhibition | A673 NR0B1-luciferase reporter, viability-normalised | inhibition, % at 12.6 µM | 350,000 compounds, 0.67% hits | AID 651661;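 active = mean inhibition of at least 50% after viability correction, with every replicate also passing that limit; inconclusive = mean reaches 50% but only one of two replicates passes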;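 also: firefly luciferase signal divided by Alamar Blue viability fluorescence both relative to DMSO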
# FN deposition inh: fibronectin deposition inhibition; AH1F fibroblasts, Alexa488-fibronectin deposition fluorescence, overnight; inhibition, % at 12.6 µM; 350,000 compounds, 0.086% hits; AID 743247;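 active = mean inhibition across replicates of 30% or more, regardless of how many single replicates reach that level; inconclusive = mean under 30% yet at least half of replicates reach 30%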;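 also: positive control wells lacked labelled fibronectin entirely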
#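 Test system: AH1F fibroblast monolayer depositing Alexa488-labelled fibronectin into matrix. Input: 10000 cells per well. Technique: fluorescence, ex 485 nm, em 525 nm. Buffer or medium: DMEM plus 2% serum, read in PBS. Timing: 1 h cell adhesion before compound, then overnight fibronectin incubation. Compound: single dose, pinned. Read-out basis: inhibition from reduced deposited-fibronectin fluorescence.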
# CFTR F508del cor: CFTR F508del correction in bronchial cells. CFBE cells, YFP halide quenching; stimulated with forskolin plus potentiator P3; % fluorescence drop versus neutral controls. activity (quench increase), % at 7.58 µM. 350,000 compounds, 0.36% hits. AID 720511;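 active = mean added fluorescence quench of at least 8% versus neutral control, with both replicates also reaching 8%; inconclusive = only one of the mean or replicate conditions met; inactive = mean below 8% and not both replicates reaching 8%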;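 also: cells transiently co-express mutant CFTR-F508del with the halide-sensitive YFP; corrector assay measuring rescue of mutant channel to the surface after 24 h compound exposure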
# PAX8 inh HTS: inhibitors of PAX8 transcriptional activity in RMG-I cells | 360,000 compounds, 1.2% hits | RMG-I TPO-luciferase reporter, SteadyGlo, 24 h | AID 652154 | inhibition, % at 12.6 µM;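 active = mean replicate inhibition at least 60% with every replicate also reaching 60%; inconclusive = only one of the two criteria is met; inactive = mean below 60% and not all replicates reaching 60%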;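 also: luciferase light reporting Pax8 driven TPO promoter activity; plate controls were median of neutral control wells for no effect and mitoxantrone controls for full effect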
# * marks the source's active call; other numbers are inactive results; ? = inconclusive; . = no result given; & = joins results of further samples; [ ] = remark or other dose. Compounds as they come (roughly 3.9% active in at least one column).
SMILES,DENV2 CPE,miR122 inh,GSIS activator,EWS-Fli inh,FN deposition inh,CFTR F508del cor,PAX8 inh HTS
Cc1ccc(C2CC(=O)NC(SCC(N)=O)=C2C#N)s1 (stereo not drawn),2.9,.,6.3,6.8,4.1,-4.0,-9.3
CCC(=O)N1CCN(c2ccc(NC(=O)c3ccc(C#N)cc3F)cc2Cl)CC1,3.0,-2.5,3.1,-12.9,0.7,0.6,-6.1
O=C(NCc1ccc(F)cc1)[C@@H]1[C@@H](CO)[C@@H]2Cn3c(cccc3=O)[C@H]1N2Cc1ccncc1,1.4,-2.9[16.7 µM],1.9,6.5,.,-2.1,2.8
N#Cc1c(-c2ccc(C(F)(F)F)cc2)cc(-c2ccccc2)[nH]c1=S,5.5,.,11.2,.,-3.7,.,-7.8
CC(C)NC(=O)Nc1ccc2c(c1)C(=O)N([C@@H](C)CO)C[C@@H](C)[C@@H](CN(C)C(=O)Nc1ccc3c(c1)OCO3)OCCCC[C@H](C)O2,7.7,-10.8[16.7 µM],-12.6,-17.0,-2.5,-1.0,-4.9
CN(C)CCCN(C(=O)CCOc1ccccc1)c1nc2ccc(F)cc2s1,?,.,45.4*,9.3,25.2,-26.6,85.8*
O=C(OCc1cc2ccccc2[nH]c1=O)c1ccc([N+](=O)[O-])cc1,-2.9,.,14.1,-0.8,0.8,1.5,-6.9
O=C(CC(NC(=O)OCc1ccccc1)C(=O)O)OCc1ccccc1 (stereo not drawn),-6.2,.,-2.6,-10.6,1.2,2.0,-1.4
Cc1cccc(-n2cc(-c3ccccc3)c3c(NN4CCOCC4)ncnc32)c1,-10.3,.,6.6,10.6,-3.5,-1.9,1.4
CCC(C)(C)NC(=O)C(c1ccccc1)N(C(=O)c1csnn1)C1CC1 (stereo not drawn),.,-8.4,.,.,7.0,.,10.8
CCCn1c(/C=N/Nc2nc3ccccc3[nH]2)nc2ccccc21,-0.6,.,6.3,-18.6,0.1,.,-21.3
COc1ccc(N=Cc2cc3c(cc2O)OC(N)=C(C#N)C3c2ccccc2)cc1 (stereo not drawn),1.0,.,.,10.2,2.5,.,37.1
COc1ccccc1NC(=O)COC(=O)c1c(C)nn(-c2ccccc2)c1C,?,.,-15.1,-53.8,10.0,-1.1,-98.0
O=C(CCC(=O)c1cccs1)NC(c1ccccc1)c1ccccc1,.,-2.7,.,.,6.3,.,-0.1
CC(=O)c1ccc(OC2(C)CCN(Cc3ccc(C)cc3)C2)cc1 (stereo not drawn),-4.5,3.8,-0.5,-10.8,-0.3,4.0,-5.5
COc1ccc(N(C)S(=O)(=O)c2cccc(C(=O)NCC(c3ccco3)N3CCCC3)c2)cc1 (stereo not drawn),-4.5,.,0.0,0.4,-11.4,1.4,14.6
COc1ccccc1C#Cc1cnc2c(c1)C(=O)N([C@@H](C)CO)C[C@H](C)[C@@H](CN(C)C(C)=O)O2,-7.3,-5.1[16.7 µM],23.1,-32.1,.,1.0,.
CCC(C)[C@H](NC(=O)Nc1cccc(Br)c1)C(=O)OC (stereo partly drawn),.,.,14.0,.,0.9,.,0.8
Cc1ccc(S(=O)(=O)NCC[C@@H]2CC[C@@H](NC(=O)Nc3ccccc3F)[C@H](CO)O2)cc1,0.0,.,22.6,1.9,.,-3.0,11.1
CC(C)NC(=O)N(C)C[C@H]1OCCCC[C@@H](C)Oc2ccc(NC(=O)CCCN(C)C)cc2C(=O)N([C@H](C)CO)C[C@@H]1C,3.2,-0.1[16.7 µM],14.8,.,.,-1.2,-26.8
CN1CCc2c(sc(N)c2C(=O)O)C1,5.7,.,8.2,7.1,4.4,0.6,14.7
CC(C)NC(=O)Nc1ccc2c(c1)C(=O)N([C@@H](C)CO)C[C@H](C)[C@@H](CN(C)C(=O)Nc1ccc3c(c1)OCO3)OCCCC[C@@H](C)O2,-5.2,-4.2[16.7 µM],-6.4,-3.2,-3.9,1.4,-11.9
CC(C)CN(C(=O)CCc1ccccc1)c1c(N)n(CC(C)C)c(=O)[nH]c1=O,.,.,.,2.2,2.1,-2.8,43.0
C[C@H]1CN([C@@H](C)CO)S(=O)(=O)c2ccc(-c3cccc(C(=O)N(C)C)c3)cc2O[C@H]1CN(C)Cc1ccc2c(c1)OCO2,-1.8,-0.3[16.7 µM],-8.9,-2.7,.,6.2,-7.3
Cn1cccc1-c1nc2ccc(NC(=O)c3ccco3)cc2[nH]1,.,8.0,.,.,-0.9,.,3.2
CC(C)c1ccc(OCC(=O)Nc2ccc(OC(F)(F)F)cc2)cc1,.,1.9,-12.3,.,-4.0,.,-4.1
COCCN1Cc2cccc(C(=O)NCc3ccc4c(c3)OCO4)c2C1=O,-0.5,.,17.5,-11.0,15.7,.,1.3
Cc1ccc(OCCNC(=O)CCNS(=O)(=O)c2ccc(Br)cc2)cc1,?,23.3,17.0,6.1,-5.1,1.8,-6.6
COc1ccc(C(=O)Nc2cc3c4c(c2)C(C)C(=O)N4CCC3)c(OC)c1 (stereo not drawn),2.5,0.6,25.5,-39.5,-1.8,1.0,-51.4
O=C(O)CSc1ncnc2scc(-c3ccc(Br)cc3)c12,-0.4,-6.5,37.3,2.3,9.9,-3.6,-8.3
COc1ccc(C)cc1NS(=O)(=O)c1ccc(Cl)nc1,-8.8,3.8,15.0,-11.9,-0.1,-1.7,3.4
Cc1ccc([C@H]2C(C(=O)O)=CC[C@@H](c3ccc(C)cc3)N2S(=O)(=O)c2ccc(C)cc2)cc1,2.4,4.7,4.8,-13.3,1.6,2.4,1.5
COc1cccc(NC(=O)CSc2nc3ccsc3c(=O)n2-c2ccc(C(=O)O)cc2)c1,7.4,.,7.6,2.6,-3.0,-1.3,8.5
CN(C(=O)/C=C/c1ccc2c(c1)OCO2)c1ccccc1,-4.3,-4.8,-21.5,-22.3,0.2,0.2,-35.8
CCC(C)NC(=O)c1cn(CC)c2cc(N3CCN(C)CC3)c(F)cc2c1=O (stereo not drawn),1.7,-2.5,-2.4,-6.7,-1.7,-1.4,-7.8
COc1ccccc1CN1CCC(CNS(=O)(=O)c2cc(-c3cc(C)no3)ccc2OC)CC1,5.5,-4.3,45.4,.,-0.5,1.9,7.2
O=C(NN=Cc1ccc2c(c1)OCO2)c1ccccc1,?,1.4,.,-70.4,-0.5,-0.9,-171.6
COc1ccc2c3c(n(C)c2c1)[C@@H](CO)N(C(C)=O)CC31CN(S(=O)(=O)c2ccccc2)C1,-5.2,.,20.2,-9.2,2.4,3.1,.
O=C1C(=O)N(Cc2cccc([N+](=O)[O-])c2)c2ccccc21,-5.2,.,-22.8,36.8,12.7,-0.7,10.6
O=C(CN1CCN(Cc2ccccc2)CC1)Nc1ccccc1,0.5,4.8,1.2,-2.9,1.5,-0.3,10.4
C[C@H](CO)N1C[C@H](C)[C@@H](CN(C)S(C)(=O)=O)Oc2c(NC(=O)Nc3ccccc3)cccc2C1=O,-8.1&3.1,11.4[16.7 µM],-7.2&-2.1,-4.6&-4.5,2.0,-3.0&1.1,-10.1&-3.6
Cc1ccsc1CN(C)CC(=O)Nc1ccc([N+](=O)[O-])cc1Cl,2.1,-23.8,8.7,-10.1,2.5,-0.9,-21.3
O=C(C[C@H]1C[C@@H]2c3cc(NC(=O)CC4CC4)ccc3O[C@@H]2[C@H](CO)O1)NCc1ccc2c(c1)OCO2,-0.1,4.3[16.7 µM],-2.9,1.1,6.4,-1.0,4.5
CC1(C)Cc2ccccc2-c2nc3n(c(=O)c21)CCS3,1.7,-4.1,0.4,6.1,-2.1,-3.1,-3.6
O=C(Nc1ccc2nc(-c3ccccn3)c(-c3ccccn3)nc2c1)N1CCOCC1,2.4,2.6,9.2,6.6,4.1,2.4,2.5
COc1ccc2c3c([nH]c2c1)[C@H](CO)N(C(=O)Nc1ccc(F)cc1)CC31CCN(S(=O)(=O)c2cccs2)CC1,-7.5,.,4.5,4.1,.,4.1,.
COc1ccccc1CNC(=O)CCNS(=O)(=O)c1ccc2[nH]c(=O)oc2c1,-8.7,14.2,53.0*,3.7,-9.7,-1.9,-7.1
CC(C)c1nnc(NC(=O)C2CCCCC2)s1,10.3,-4.3,.,-45.5,0.8,-2.6,-38.5
CN(C)C(=O)C[C@H]1C=C[C@H](NC(=O)C2CCC2)[C@@H](CO)O1,4.9,.,5.9,-4.7,9.6,-0.3,-16.0
CCS(=O)(=O)N1CC2(CN(Cc3cccc(Cl)c3)[C@H](CO)c3c2c2ccc(OC)cc2n3C)C1,-6.8,.,-22.0,2.7,2.9,1.9,.

# (continued)
SMILES,DENV2 CPE,miR122 inh,GSIS activator,EWS-Fli inh,FN deposition inh,CFTR F508del cor,PAX8 inh HTS
CCc1c(C)c2ccc(OCC(=O)NCC3CCC(C(=O)O)CC3)cc2oc1=O (stereo not drawn),-7.9,-3.9,.,-13.9,.,2.1,.
COc1ccc(C(=O)N(CN2CCCC2=O)c2cc(C)on2)cc1OC,.,-12.0,.,.,3.5,.,1.6
COc1ccc(/C=N/N(CCC(=O)NC(C)(C)C)C2=NS(=O)(=O)c3ccccc32)cc1,-1.9,-9.1,-19.9,3.1,.,-2.4,-3.5
C[C@@H]1CN([C@H](C)CO)C(=O)c2cc(C#CCN(C)C)cnc2O[C@H]1CN(C)Cc1ccc2c(c1)OCO2,1.2,-2.0[16.7 µM],2.5,-9.9,11.7,1.3,.
CCCCCc1nnc(NC(=O)c2cccc(S(=O)(=O)N3CCOCC3)c2)s1,-1.0,-3.7,.,15.7,-1.7,0.3,10.3
CC1(C)CC(=O)C(Sc2ccc(Br)cc2)=C(O)C1,.,.,4.4,-8.0,.,-2.1,-16.2
O=C1N/C(=N/N=C/c2ccc(O)cc2)SC1Cc1ccccc1 (stereo not drawn),-8.4,-4.7,12.5,-1.0,0.5,3.5,-0.7
N#Cc1cccnc1N1CCC(C(N)=O)CC1,3.9,.,1.7,-10.3,-6.2,1.4,0.3
COc1ccc(C(=O)NCCS(=O)(=O)NCc2cccs2)cc1,-2.7,.,-3.7,0.4,-2.5,0.3,1.2
COc1ccc(S(=O)(=O)Nc2ccc(N3CCOCC3)cc2)cc1Br,.,6.1,.,.,0.4,.,10.9
Cc1ccc(S(=O)(=O)N2CCCC2CNC(=O)C(=O)Nc2ccc(F)cc2F)cc1 (stereo not drawn),.,7.7,-12.7,6.4,-11.3,0.7,-12.2
Cc1ccc(NC(=O)CCC(=O)NNS(=O)(=O)c2ccc(Cl)cc2)cc1C,0.1,.,-5.8,-2.6,7.7,-0.9,3.1
COc1ccc(C(=O)N2CCN(c3ccccn3)CC2)cc1[N+](=O)[O-],0.7,.,-3.7,4.7,.,-2.3,19.0
O=C1C(Cc2ccccc2)Nc2ncnc(N3CCOCC3)c2N1Cc1ccc(Cl)cc1 (stereo not drawn),-12.0&-3.7,-3.3&0.1,-0.8&-0.6,-5.5&5.6,1.5&7.6,-2.1&-0.9,6.7&2.2
CN(C)CCCNC(=O)C[C@H]1CC[C@H]2[C@@H](COC[C@H](O)CN2S(=O)(=O)c2ccc(F)cc2)O1,-4.2,-6.4[16.7 µM],15.8,1.5,-4.0,2.0,-6.8
CCNS(=O)(=O)c1ccc(NC(=O)c2ccccc2SCCOC)cc1,6.1,0.4,2.4,-7.7,2.3,-1.0,-5.9
Cc1cc(-c2n[nH]c(=S)n2/N=C/c2sccc2C)n[nH]1,.,.,1.4,.,9.6,.,0.3
